High-throughput results (PubChem BioAssay)
NCI-60 one-dose screen, 48 h, at 10 µM unless noted. Numbers give growth in % (100 = growth as untreated, 0 = no growth, -100 = all killed).
SK-MEL-28: SK-MEL-28 melanoma. 4.1% of 81,000 active
UACC-257: UACC-257 melanoma; AID 1794764; 4.4% of 78,000 active
MALME-3M: MALME-3M melanoma; 5.8% of 78,000 active
SK-MEL-2: SK-MEL-2 melanoma. 4.7% of 77,000 active. AID 1794763
T-47D: T-47D breast cancer; 5% of 79,000 active; AID 1794792
HS 578T: HS 578T breast cancer; 4.1% of 78,000 active
UACC-62: UACC-62 melanoma; 5.4% of 81,000 active
BT-549: BT-549 breast cancer; 4.4% of 78,000 active; AID 1794793
Starred values were filed as active, the others as inactive; . = no result given; & = joins results of further samples; ! = not active in a repeat; [ ] = remark or other dose. How the source made its calls: active means growth percent below 10; inactive means the rest.

Each structure is followed by: SK-MEL-28 | UACC-257 | MALME-3M | SK-MEL-2 | T-47D | HS 578T | UACC-62 | BT-549
- Clc1ccccc1N=Cc1ccc2c(c1)OCO2
  110 | 104 | . | 108 | 109 | 117 | 103 | 78
- Nc1c(C(=O)Nc2ccccc2)sc2nc(-c3cnccn3)cc(-c3cccs3)c12
  113 | 115 | 110 | 113 | 102 | 118 | 97 | 102
- O=C(CCc1nnc(-c2cccnc2)o1)c1nc2ncccc2[nH]1
  110 | 100 | 103 | 102 | 99 | 98 | 103 | 115
- O=C1c2cc3c(cc2-c2c1c1ccc(F)cc1c(=O)n2C[C@H](O)[C@@H](O)[C@H](O)CO)OCO3
  -38* | -44* | -55* | -27* | -4.1* | 0.2* | -55* | -21*
- C#CC(NC(C)(C)CC(C)(C)C)C(C)C (centres undefined)
  101 | 100 | 121 | 99 | 111 | 122 | 97 | 103
- CC1=C(C)C[C@@]2(Cc3ccccc3C2=O)S(=O)C1 (some centres undefined)
  91 | 95 | 63 | 118 | 76 | 112 | 69 | 108
- Cc1cc(C)c(C=O)c(C)c1
  110 | 75 | 114 | 106 | . | 104 | 108 | 91
- Cc1c(C(=O)C(SC(=S)N2CCN(C(=O)OC(C)(C)C)CC2)SC(=S)N2CCN(C(=O)OC(C)(C)C)CC2)nnn1-c1ccc([N+](=O)[O-])cc1
  112 | 99 | 98 | 103 | 79 | 102 | 89 | 99
- CC(C)(C)n1cc(-c2ccnc(NCCCNS(=O)(=O)c3cccc(F)c3)n2)c(-c2ccc(Cl)c(O)c2)n1
  95 | 114 | 94 | 98 | 75 | 101 | 90 | 96
- COc1cc(/C=C/c2nnc(-c3cc(C)[nH]n3)o2)cc(OC)c1OC
  108 | 91 | 132 | 187 | 103 | 84 | 99 | 88
- Clc1ccc2c3c(cccc13)CC2
  118 | 97 | 101 | 106 | 92 | 105 | 111 | 106
- C=CC[N+](C)(C)C
  107 | 101 | 99 | 111 | 103 | 95 | 102 | 114
- CC(=O)N1N=C(c2ccc(Nc3nc(Nc4ccc(F)cc4)nc(Nc4ccc(F)cc4)n3)cc2)CC1c1ccc(N(C)C)cc1 (centres undefined)
  64 | 74 | 42 | 40 | 25 | 63 | 57 | 64
- CC1(O)OC(COc2ccc(Cl)cc2)COC1O (centres undefined)
  107 | 96 | 99 | 126 | . | 95 | 90 | 112
- CCOC(=O)c1cnc(SC)[nH]c1=O
  108 | 112 | 115 | 98 | 97 | 115 | 105 | 108

The closing 2 entries of the section before are carried over, then new ones follow:
Each structure is followed by: SK-MEL-28 | UACC-257 | MALME-3M | SK-MEL-2 | T-47D | HS 578T | UACC-62 | BT-549
- CC1(O)OC(COc2ccc(Cl)cc2)COC1O (centres undefined)
  107 | 96 | 99 | 126 | . | 95 | 90 | 112
- CCOC(=O)c1cnc(SC)[nH]c1=O
  108 | 112 | 115 | 98 | 97 | 115 | 105 | 108
- COc1ccc(C(=O)C[n+]2ccccc2)cc1
  . | 85 | 91 | 77 | 78 | . | 89 | 89
- Cc1ccccc1-c1nnc(SCc2nnc(-c3cccc([N+](=O)[O-])c3)o2)o1
  108 | 105 | 117 | 119 | 100 | 111 | 94 | 107
- CNCc1cccc2c1OCCOCCOCCN(C)S(=O)(=O)c1ccc(cc1)-c1cnc(N)c(n1)C(=O)N2
  68 | 63 | 9.5* | 57 | 47 | 57 | 29 | 56
- Cc1nn(-c2ccccc2)c(N2CCCC2)c1/C=N/NC(=O)Cn1c(=O)sc2ccccc21
  107 | 96 | 89 | 93 | 54 | 81 | 59 | 81
- COc1ccc(NC(=O)c2c(Nc3ccc(OC)cc3OC)nn3c(C)cc(C)nc23)c(OC)c1
  . | 90 | 111 | 94 | 83 | 105 | 91 | 99
- CCC(C)C(C(=O)O)n1c(O)c(C=C2N=c3ccccc3=N2)sc1=S (centres undefined)
  103 | 109 | 96 | 120 | 97 | 98 | 92 | 101
- Cc1ccc(C(=O)N/N=C/c2cccs2)cn1
  110 | 100 | 104 | 112 | 99 | 102 | 94 | 124
- Cc1nc(Nc2ncc(C(=O)Nc3c(C)cccc3Cl)s2)cc(N2CCN(CCO)CC2)n1
  36&64 | 48&79 | 31&51 | . | -2.8*! | -8.6* | 35&55 | 32&55
- C=C(C)[C@@H]1CCC=C2CC[C@]3(C)[C@H](CC[C@@H]4[C@@]5(C)CC[C@H](O)C(C)(C)[C@@H]5CC[C@]43C)[C@H]21
  110 | 100 | 102 | 111 | 77 | 105 | 88 | 114
- CCCN1CSC(=S)N(CCC)C1
  118 | 83 | 124 | 113 | 92 | 111 | 91 | 107
- CC(=O)Nc1ccccn1
  107 | 95 | 188 | 109 | 102 | 131 | 102 | .
- O=C(Nc1nnc(/C=C/c2ccccc2)s1)c1ccccc1
  106 | 100 | 108 | . | 93 | 99 | 103 | 105
- Clc1ccc2c(Cl)cc(-c3ccccc3)nc2c1
  136 | 90 | 134 | . | 83 | . | 94 | 111
- N#CCCN=Nc1c(O)[nH]c2ccc(Cl)cc12
  114 | 124 | 101 | 96 | 89 | 95 | 97 | 108
- Cc1ccc(-c2cn3c(nc4ccccc43)c(-c3ccc(Cl)cc3)n2)cc1
  84 | 92 | 118 | 113 | 88 | 117 | 87 | 112
- COc1ccc2[nH]c(=O)c(CSc3ccccc3Nc3nccc(-c4ccc5ccccc5c4)n3)cc2c1
  107 | 117 | 94 | 129 | 82 | 94 | 83 | 104
- C/C(=N\Nc1ccc([N+](=O)[O-])cc1[N+](=O)[O-])c1ccc(Cc2ccccc2)cc1
  104 | 88 | 95 | 96 | 85 | 98 | 79 | 92
- CC(=O)N1CCCCCC1=O
  114 | 119 | 93 | . | 106 | 97 | 106 | 106
- Cc1ccc(Nc2ccc(O)c3c2C(=O)c2ccccc2C3=O)c(S(=O)(=O)O)c1
  114 | 107 | 102 | 101 | 80 | 105 | 96 | 102
- NCCn1cc(-c2nc(-c3c[nH]c4ncccc34)cs2)c2ccccc21
  107 | 93 | 74 | 103 | 23 | 84 | . | 99
- OCc1c(-c2ccccc2)nc2sccn12
  122 | . | 109 | 108 | 104 | 78 | 101 | 59
- CC(C)Cc1ccc(C(C)c2nnc(NC(=S)Nc3ccccc3)s2)cc1 (centres undefined)
  106 | 99 | 95 | 106 | 103 | 93 | 84 | 108
- N#Cc1c(N2CCN(Cc3ccccc3)CC2)nc(=S)[nH]c1-c1ccccc1
  127 | 114 | 128 | 70 | 94 | 106 | 93 | 138
- CCNC(=O)Oc1ccc(/C(=C(\C)c2ccccc2)c2ccc(OCCCN(C)C)cc2)cc1
  58 | 3.2* | 41 | 97 | 46 | 57 | 76 | 71
- COc1ccc(-c2c(O)c(=O)[nH]c3ccc(OC)cc23)cc1
  110 | 98 | 105 | 95 | 93 | 100 | . | 100
- CCN(CCO)C(c1ccccc1)C(O)c1ccccc1 (centres undefined)
  114&105 | 86&91 | 114&103 | 110&94 | 105&105 | 98&103 | 99&92 | 112&102
- COC(=O)C1=NNCC1C(=O)OC (centres undefined)
  114 | 102 | 105 | 97 | 97 | 103 | 106 | 105
- OC[C@@H](O)C(O[C@@H]1O[C@H](CO)[C@H](O)[C@H](O)[C@H]1O)[C@H](O)[C@@H](O)CO (some centres undefined)
  110 | 106 | 98 | 106 | 105 | 129 | 99 | 107
- N#CCC(=O)N1CCOCC1
  116 | 85 | 100 | 94 | 97 | 106 | 101 | 94
- Cc1nc2cc(Nc3nc(N4CCOCC4)nc(N4CCOCC4)n3)ccc2n1Cc1ccccc1
  102 | 104 | 122 | 99 | 82 | 80 | 86 | 93

Six compounds from above with just MALME-3M, UACC-62 and BT-549.
mol	MALME-3M	UACC-62	BT-549
NCCn1cc(-c2nc(-c3c[nH]c4ncccc34)cs2)c2ccccc21	74	.	99
OCc1c(-c2ccccc2)nc2sccn12	109	101	59
CC(C)Cc1ccc(C(C)c2nnc(NC(=S)Nc3ccccc3)s2)cc1 (centres undefined)	95	84	108
N#Cc1c(N2CCN(Cc3ccccc3)CC2)nc(=S)[nH]c1-c1ccccc1	128	93	138
CCNC(=O)Oc1ccc(/C(=C(\C)c2ccccc2)c2ccc(OCCCN(C)C)cc2)cc1	41	76	71
COc1ccc(-c2c(O)c(=O)[nH]c3ccc(OC)cc23)cc1	105	.	100

Additional structures follow:
Each structure is followed by: SK-MEL-28 | UACC-257 | MALME-3M | SK-MEL-2 | T-47D | HS 578T | UACC-62 | BT-549
- Cc1cc(N)c(N)cc1C
  119 | 99 | 115 | 94 | 94 | 111 | 107 | 98
- O=c1nc(N2CCCC2)oc2cc3ccccc3cc12
  99[100 µM] | 107[100 µM] | 105[100 µM] | 102[100 µM] | 88[100 µM] | 100[100 µM] | 92[100 µM] | 81[100 µM]
- OCc1ccc(N2CCc3cccc(F)c3C2)cc1Cl
  113[0.1 µM] | -14*[0.1 µM] | 104[0.1 µM] | 91[0.1 µM] | 1.9*[0.1 µM] | 99[0.1 µM] | -11*[0.1 µM] | 114[0.1 µM]
- Cc1cccc(/C=C2\CN(C(=O)OC(C)(C)C)C/C(=C\c3cccc(C)c3)C2=O)c1
  104 | 95 | 91 | 95 | 88 | 97 | 81 | 105
- O=C(Nc1cccc2cccnc12)c1cc(C(=O)c2ccc(Cl)cc2)n2ccc(-c3ccncc3)cc12
  98 | 98 | 91 | 112 | 96 | 90 | 104 | 94
- NS(=O)(=O)c1ccc(CCn2c(SCC(=O)N/N=C/c3ccc(Cl)cc3)nc3ccccc3c2=O)cc1
  107 | 71 | 93 | 88 | 69 | 91 | 87 | 82
- O=C1CC(c2nc3ccccc3[nH]2)CN1Cc1ccccc1 (centres undefined)
  105 | 94 | 101 | . | 103 | 99 | 101 | 77
- CC1=C(c2cc(-c3ccccc3O)c(C#N)c(=O)[nH]2)C(c2ccccc2)NC(=S)N1 (centres undefined)
  104 | 109 | 97 | 108 | 104 | 97 | 92 | 119
- O=C(CCCCCCN1CC(=O)N2[C@@H](c3ccccc3)c3[nH]c4ccccc4c3C[C@H]2C1=O)NO
  47 | 46 | 22 | 68 | 26 | 69 | 19 | 92
- Cc1c(C(=O)/C=C/c2ccc(Cl)cc2)nnn1-c1ccc2oc(=O)ccc2c1
  106 | 100 | 99 | 110 | 85 | 109 | 84 | 109
- O=P(c1ccccc1)(c1ccccc1)c1ccccc1
  111 | 96 | 93 | 106 | . | 112 | 103 | 133
- CC(CC(CCC(CC(C)CC(C)(C)C)N(C)C)N(C)C)CC(C)(C)C (centres undefined)
  105 | 93 | 128 | 96 | 87 | 96 | 99 | 101
- COc1ccc(-c2nc(-c3cccnc3)[nH]c2-c2ccc(OC)cc2)cc1
  96 | 100 | . | . | 63 | 93 | 86 | 87
- CCOc1ccc(-n2nc(C(=O)NCc3ccc(OC)c(OC)c3)nc2-c2cc(OC)c(OC)c(OC)c2)cc1
  109 | . | 98 | 90 | 70 | 93 | 83 | 93
- Cc1cnc(CSc2nc(-c3ccc(Cl)cc3)cn2-c2ccc(Cl)cc2)c(C)c1
  103 | 99 | 102 | 102 | 65 | 103 | 87 | 106
- S=C=Nc1cccc(N=C=S)c1
  105 | 97 | 95 | 83 | 101 | 97 | 96 | 102
- O=C1/C(=C/c2c[nH]c3ccccc23)Sc2ccc(F)cc21
  100 | 103 | 95 | 104 | 83 | 90 | 85 | 94
- c1ccc(-c2nnc(COc3ccc(-c4cc5ccccc5[nH]4)cc3)o2)cc1
  115 | 110 | 99 | 103 | 93 | 113 | 112 | 94
- CCN(CC)N=Nc1ccc(S(N)(=O)=O)cc1
  100 | 96 | 86 | 115 | 95 | . | 105 | 101
- NC(=O)c1ccccc1NC(=O)COc1ccc(Cl)cc1
  104 | 76 | . | 92 | 98 | 90 | 76 | 99
- COc1ccc2c(c1)c(C(=O)c1nc(-c3c[nH]c4ccc(F)cc34)no1)cn2C
  107 | 97 | 94 | 98 | 103 | 87 | 92 | 105
- Cc1nn(-c2ccccc2)c(Oc2ccc(Br)cc2)c1/C=N/NC(=O)Cn1c(=O)sc2ccccc21
  92 | 74 | 77 | 80 | 19 | 79 | 46 | .
- FC(F)(F)C1(C2CNC2)N=N1
  107 | 103 | 101 | 103 | 103 | 100 | 102 | 110
- COc1ccc(-c2nc3cc(Cl)c(Cl)cc3n2CC(=O)N=Nc2c(O)[nH]c3ccc(Br)cc23)cc1
  -67* | 62 | -38* | . | -53* | -8.5* | 4.9* | 3.1*
- COc1ccc(OC)c(Nc2nc3nonc3nc2N2CCCCC2)c1
  112 | 103 | 97 | 108 | . | 108 | 98 | .
- COc1cc2c3c([nH]c(=O)c2c(O)c1OC)CCCC3
  93 | 101 | 111 | 98 | 73 | 75 | 75 | 84
- CCOC(=O)C1(C)CCCC1N (centres undefined)
  109 | 113 | 101 | 113 | 105 | 99 | 92 | 116
- O=C1OC(=O)c2c(Br)c(Br)c(Br)c(Br)c21
  102 | . | 96 | 115 | 90 | 89 | 102 | 108
- COc1ccc(/C=C/C(=O)OCC(=O)NNC(=O)c2ccccc2)cc1OC
  125 | . | 105 | 69 | 101 | 103 | 98 | 99

Some values from the results shown.
FC(F)(F)C1(C2CNC2)N=N1 | SK-MEL-28: 107
COc1ccc(-c2nc3cc(Cl)c(Cl)cc3n2CC(=O)N=Nc2c(O)[nH]c3ccc(Br)cc23)cc1 | UACC-62: 4.9*
CCOC(=O)C1(C)CCCC1N (centres undefined) | T-47D: 105
c1ccc(-c2nnc(COc3ccc(-c4cc5ccccc5[nH]4)cc3)o2)cc1 | T-47D: 93
